Diaph act CS: diaphorase activation or chemical reduction counter-screen. Diaphorase/resazurin coupled assay, resorufin fluorescence, 16 min; hits give high values; 1 = vehicle wells, 0 = NADH-free wells. activation factor at 20 µM. actives 0.005% (n = 190,000). AID 1229;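 active = diaphorase activity raised at least twofold by the compound at 20 µM; inactive = activation factor below 2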
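Material: bacterial diaphorase enzyme (C. kluyveri); amount: enzyme 0.07 U/mL final; reagent: NADH substrate 0.114 mM plus resazurin dye 0.1 mM, final; doses: single compound dose of 20 µM, 1% DMSO final; timing: 16 min enzyme reaction, ambient temperature; measured by: fluorescence of resorufin, 544 nm excitation, 590 nm emission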
bIAP inh: blocks bovine intestinal alkaline phosphatase activity; inhibition, % at 20 µM; purified bovine IAP, CDP-star luminescence, 30 min; AID 1019; 190,000 tested, under 10 active;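 active = over 50% inhibition of intestinal alkaline phosphatase at 20 µM in the single-dose screen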
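Assay system – bovine IAP enzyme · Quantity – bovine IAP at 1/65,000,000 final dilution · Detection – CDP-star luminescence signal · Times – 30 min reaction at room temperature · Also added – CDP-star substrate at 30 µM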
Lmaj promast: Leishmania major promastigote growth inhibition. Leishmania major promastigotes, resazurin fluorescence viability. inhibition, % at 10 µM. actives 9% (n = 200,000). AID 1063; in the data active = inhibition above about 50%;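 note: promastigotes grown with compound for 44 hours at 28 °C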
PMI act hi M6P: activators of human phosphomannose isomerase at near-saturating mannose 6-phosphate | coupled PMI enzyme assay, resazurin fluorescence, 20 min; hits give high values; 1 = untreated enzyme, 0 = substrate-free blank | activation factor at 20 µM | P34949 | actives 0.34% (n = 190,000) | AID 1216;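 active = activation factor of 2 or more at 20 µM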
Target sequence (P34949 whole entry, looked up): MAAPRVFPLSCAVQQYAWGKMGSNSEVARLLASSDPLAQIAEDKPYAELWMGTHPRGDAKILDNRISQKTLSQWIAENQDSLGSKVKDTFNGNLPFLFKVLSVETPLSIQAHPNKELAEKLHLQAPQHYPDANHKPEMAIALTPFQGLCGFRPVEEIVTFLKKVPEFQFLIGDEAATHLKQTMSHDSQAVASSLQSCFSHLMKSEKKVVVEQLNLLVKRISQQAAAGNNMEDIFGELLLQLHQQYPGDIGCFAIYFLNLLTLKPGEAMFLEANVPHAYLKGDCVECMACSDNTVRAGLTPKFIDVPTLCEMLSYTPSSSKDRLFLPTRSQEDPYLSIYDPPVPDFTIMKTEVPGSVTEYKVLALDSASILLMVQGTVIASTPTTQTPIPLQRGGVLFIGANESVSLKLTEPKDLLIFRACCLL
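Material: human phosphomannose isomerase with PGI, G6PDH, diaphorase coupling enzymes / Reagent: Man-6-P substrate 1.0 mM / Dosing: single compound dose of 20 µM, 1% DMSO final / Incubation: enzyme reaction with compound 20 min at room temperature / Signal: resorufin fluorescence (Ex 544/Em 590 nm) from resazurin via diaphorase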
Diaph inh CS: inhibits diaphorase or chemically oxidizes, flagging diaphorase assay artifacts | diaphorase resazurin-to-resorufin fluorescence, NADH, 16 min; bacterial (C. kluyveri) enzyme, not human | inhibition, % at 20 µM | actives 0.69% (n = 190,000) | AID 1217;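 active = primary screen inhibition at 20 µM above a set limit, cut at about 50% in these data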;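 note: plate controls were DMSO with full reaction for no effect and wells lacking NADH for full effect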
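System: Diaphorase enzyme from Clostridium kluyveri | Amount: Enzyme working solution with 0.14 U/mL diaphorase | Benchmarks: No-NADH positive control and DMSO neutral control | Signal: Fluorescence of resorufin formed from resazurin, Ex 544/Em 590 nm | Schedule: 16-min room-temperature incubation before reading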
TNAP inh noacc: inhibitors of human TNAP without phosphate acceptor. inhibition, % at 20 µM. actives 0.26% (n = 200,000). P05186. purified TNAP, CDP-star luminescence, 30 min;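 active = tissue-nonspecific alkaline phosphatase inhibition above about 50% at 20 µM in the single-dose screen, limit read from the data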;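 note: 0% = DMSO negative control and 100% = EDTA positive control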
Target sequence (P05186 whole entry, looked up): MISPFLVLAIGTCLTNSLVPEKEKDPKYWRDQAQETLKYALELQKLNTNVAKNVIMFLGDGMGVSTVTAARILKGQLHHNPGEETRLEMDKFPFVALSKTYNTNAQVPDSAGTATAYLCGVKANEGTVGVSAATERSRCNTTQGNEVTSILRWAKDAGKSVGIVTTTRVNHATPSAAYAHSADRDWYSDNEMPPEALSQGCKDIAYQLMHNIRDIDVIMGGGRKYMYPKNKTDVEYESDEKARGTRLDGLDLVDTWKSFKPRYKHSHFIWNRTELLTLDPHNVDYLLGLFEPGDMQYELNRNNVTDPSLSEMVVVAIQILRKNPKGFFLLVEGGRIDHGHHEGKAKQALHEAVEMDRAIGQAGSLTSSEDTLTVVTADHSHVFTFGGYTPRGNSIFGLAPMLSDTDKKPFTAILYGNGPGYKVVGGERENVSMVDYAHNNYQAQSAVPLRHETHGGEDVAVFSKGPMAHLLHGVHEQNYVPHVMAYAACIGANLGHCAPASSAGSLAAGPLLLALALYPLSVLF
PMI act: activators of human phosphomannose isomerase; P34949; purified human PMI, coupled resazurin fluorescence, 20 min; hits give high values; 1 = vehicle control, 0 substrate-free wells; activation factor at 20 µM; actives 0.005% (n = 190,000); AID 1214;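 active = activation factor of 2 or more at 20 µM, relative to plate controls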
bIAP activator: increases bovine intestinal alkaline phosphatase activity; purified bovine IAP, CDP-star luminescence, 30 min; hits give high values; fold of DMSO-control signal, blank-subtracted; activation factor at 20 µM; actives 0.17% (n = 200,000);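 active = activation factor of 2 or more at 20 µM, a signal rise over negative controls twice the positive control's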
TNAP inh hi DEA: inhibitors of human TNAP at high phosphate acceptor concentration. actives 0.03% (n = 200,000). P05186. inhibition, % at 20 µM. purified TNAP, CDP-star luminescence, 1 M DEA;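 active = over 50% inhibition of tissue-nonspecific alkaline phosphatase at 20 µM in the single-dose screen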;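 note: plate controls were DMSO wells for no effect and EDTA-quenched wells as full inhibition for full effect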
TNAP act hiacc: activators of human TNAP at high phosphate acceptor concentration | P05186 | activation factor at 20 µM | purified TNAP, CDP-star luminescence, 1 M DEA, 30 min; hits give high values; 0 = EDTA background, 1 = DMSO-only activity | 200,000 tested, under 10 active | AID 1136;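 active = activation factor at least 2 at 20 µM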
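Test system – human TNAP · Doses – 20 µM single point · Incubation – 30 min, room temperature · Signal – luminescent substrate turnover signal · Read-out basis – activation factor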
* = called active by the depositor. Rows are unselected, and some 10% of all compounds hit somewhere here.

item	structure	Diaph act CS	bIAP inh	Lmaj promast	PMI act hi M6P	Diaph inh CS	TNAP inh noacc	PMI act	bIAP activator	TNAP inh hi DEA	TNAP act hiacc
1	Cc1cc(OCCCCNC(C)C)cc(C(C)C)c1	0.9	-6	97*	1.1	11	2	1.2	1.1	-6	1.1
2	O=C(Cn1c(=O)oc2cc(S(=O)(=O)N3CCCC3)ccc21)NC1CCCc2ccccc21 (configuration not stated)	1.1	-72	100*	1	-13	-44	1	1.7	-11	1.1
3	CCOc1ccc(C2c3cc(OC)c(OC)cc3CC(=O)N2c2ccccc2)cc1 (configuration not stated)	0.9	-2	9	1	7	-4	1	1	-8	1.1
4	CCN(CC)c1ccc(-c2nn3c(-c4ccccc4OC)nnc3s2)cc1	0.8	-19	46	0.9	16	-20	0.9	1.2	-6	1.1
5	CC(=O)NCCC(=O)Nc1nc(-c2cccs2)c(-c2cccs2)s1	1	4	-2	1	-4	0	1	1	-6	1.1
6	Cc1ccc(C(=O)NCCc2cc3ccc(C)c(C)c3[nH]c2=O)cc1[N+](=O)[O-]	0.5	1	-6	1	48	-12	0.9	1	0	1
7	CCS(=O)(=O)N1Cc2ccccc2CC1C(=O)Nc1nnc(C2CC2)s1 (configuration not stated)	0.9	-5	4	1	10	-8	1	1	-7	1.1
8	COc1ccccc1OCC(=O)Nc1ccc(Cl)cc1	0.9	-5	4	1.1	7	-3	1.1	1	6	0.9
9	C/C(=N/OCO/N=C(/C)c1ccc(F)cc1)c1ccc(F)cc1	0.9	8	-3	0.9	11	-6	0.9	0.9	-4	1
10	Cc1ccc2cc3c(NC(=O)c4ccco4)nn(C)c3nc2c1	0.8	-5	33	0.9	18	-13	0.9	1	-6	1.1
11	Cc1cc(C(=O)CSc2ncccn2)c(C)n1-c1cccc(F)c1	0.9	-2	-2	0.9	12	-14	0.9	1	2	1
12	Cc1cccc(NC(=O)CCC(=O)OCc2ccc(Br)cc2)c1	0.7	4	-1	0.8	27	-12	0.8	1	-7	1.1
13	Cc1nn(C)cc1CN(C)Cc1ccc(OCC(O)CN2CCCCC2)cc1 (configuration not stated)	1.1	-6	2	1	-12	-10	1	1.1	-4	1
14	COc1cccc(-c2nc(-c3ccc4c(c3)NC(=O)CO4)cs2)c1	0.9	16	5	1.1	6	-6	0.9	0.8	5	0.9
15	COC(=O)COn1c(SC(C)C)nc2ccccc2c1=O	0.9	16	-4	1	14	-6	1	0.8	-1	1

Rewritten field by field: 4 of the compounds above
[1] Cc1cc(OCCCCNC(C)C)cc(C(C)C)c1
  Diaph act CS: 0.9
  bIAP inh: -6
  Lmaj promast: 97*
  PMI act hi M6P: 1.1
  Diaph inh CS: 11
  TNAP inh noacc: 2
  PMI act: 1.2
  bIAP activator: 1.1
  TNAP inh hi DEA: -6
  TNAP act hiacc: 1.1
[2] O=C(Cn1c(=O)oc2cc(S(=O)(=O)N3CCCC3)ccc21)NC1CCCc2ccccc21 (configuration not stated)
  Diaph act CS: 1.1
  bIAP inh: -72
  Lmaj promast: 100*
  PMI act hi M6P: 1
  Diaph inh CS: -13
  TNAP inh noacc: -44
  PMI act: 1
  bIAP activator: 1.7
  TNAP inh hi DEA: -11
  TNAP act hiacc: 1.1
[3] CCOc1ccc(C2c3cc(OC)c(OC)cc3CC(=O)N2c2ccccc2)cc1 (configuration not stated)
  Diaph act CS: 0.9
  bIAP inh: -2
  Lmaj promast: 9
  PMI act hi M6P: 1
  Diaph inh CS: 7
  TNAP inh noacc: -4
  PMI act: 1
  bIAP activator: 1
  TNAP inh hi DEA: -8
  TNAP act hiacc: 1.1
[4] CCN(CC)c1ccc(-c2nn3c(-c4ccccc4OC)nnc3s2)cc1
  Diaph act CS: 0.8
  bIAP inh: -19
  Lmaj promast: 46
  PMI act hi M6P: 0.9
  Diaph inh CS: 16
  TNAP inh noacc: -20
  PMI act: 0.9
  bIAP activator: 1.2
  TNAP inh hi DEA: -6
  TNAP act hiacc: 1.1

The listing continues:
item	structure	Diaph act CS	bIAP inh	Lmaj promast	PMI act hi M6P	Diaph inh CS	TNAP inh noacc	PMI act	bIAP activator	TNAP inh hi DEA	TNAP act hiacc
16	O=C(Nc1cccn(Cc2c(Cl)cccc2Cl)c1=O)c1c(Cl)cccc1Cl	0.7	3	29	0.6	32	-5	0.9	1	-4	1
17	CC1(C)Cc2c(sc3ncn4c(=S)[nH]nc4c23)CO1	0.6	2	-11	0.3	35	1	0.1	1	-2	1
18	COc1cc(CC(CC(=O)O)CC(C)OCc2ccccc2)cc(OC)c1 (configuration not stated)	0.9	1	49	1	10	-14	1	1	1	1
19	Cc1cc(C)cc(N(C(=O)c2ccccn2)C(C(=O)NC2CCCCC2)c2cccs2)c1 (configuration not stated)	0.9	2	-2	0.9	13	-5	0.9	1	-3	1
20	O=C(CSc1cccc[n+]1[O-])Nc1cc(S(=O)(=O)N2CCOCC2)ccc1Cl	1	9	68*	1	3	-10	1	0.9	-2	1
21	O=C(Nc1ccc(Br)cc1F)c1ccc2c(c1)N(Cc1ccccc1)C(=O)CS2=O (configuration not stated)	0.8	16	100*	1	17	-9	0.9	0.8	-6	1.1
22	COc1cccc(C2=NOC(C(=O)NCc3ccc(F)cc3)C2)c1 (configuration not stated)	0.9	1	-5	0.9	11	-6	1	1	0	1
23	CCC(C)NC(=O)Cn1nc([N+](=O)[O-])c(Cl)c1C (configuration not stated)	0.9	10	-2	0.9	7	-6	0.9	0.9	-6	1.1
24	CCN(CC)CCn1c(=S)[nH]c2cc(Cl)ccc2c1=O	0.8	-2	12	1.1	15	-2	1	1	-3	1
25	COc1ccc(O)c(/C=N\NC(=O)CCn2nnc3ccccc32)c1	0.9	-40	9	1	11	-2	1	1.4	-7	1.1
26	O=C(NCC1COc2ccccc2O1)C1CCCN(S(=O)(=O)c2cccc3cccnc23)C1 (configuration not stated)	0.9	0	2	0.9	8	-3	0.9	1	1	1
27	CSc1nsc(/C=C/Nc2ccc(C)c(C)c2)c1C#N	0.9	1	4	0.6	6	-4	1.2	1	2	1
28	CSc1nc2nc3c(cn2n1)C(=O)CC(c1ccccc1)C3 (configuration not stated)	0.7	15	7	0.9	25	-3	0.9	0.9	-2	1
29	Cc1ccc(C(=O)NNC2=NCCC2)cc1	0.9	-1	4	1	6	-15	1	1	-6	1.1
30	O=C(CSc1ccc2ccccc2c1)NCCCN1CCCC1=O	1	-1	-4	1.1	3	-7	1.2	1	-2	1
31	Cc1cc(C)cc(C(=O)Nc2ccc3[nH]c(=O)[nH]c3c2)c1	1	-11	-2	0.9	1	-4	1	1.1	-2	1
32	CC(=O)Nc1sc2c(c1CN1CCN(c3ccc(F)cc3)CC1)CCCC2	0.8	8	19	1	20	-16	1	0.9	-10	1.1
33	Cc1ccc(NC(=O)c2sc3nc(N)c(C#N)cc3c2N)cc1	0.8	-70	-3	0.9	18	4	0.8	1.7	-1	1
34	N#Cc1c(NC(=O)CCC(=O)O)sc2c1CCCCC2	0.8	-12	-6	1.4	24	-5	1.4	1.1	-2	1
35	S=c1[nH]c(-c2ccc(Cl)cc2)cs1	0.8	9	67*	1.8	23	8	1.5	0.9	2	1
36	O=C(Nc1ccc(Oc2cccc3ccccc23)cc1)c1ccco1	0.9	14	12	1	7	-10	0.9	0.9	-5	1.1
37	COCCNS(=O)(=O)c1cccn1-c1ncc(C(F)(F)F)cc1Cl	1	13	-5	1.1	-1	-14	1.1	0.9	-3	1
38	Cc1ccc(OCC(=O)Nc2c[nH]c(=O)[nH]c2=O)cc1C	1.1	13	-1	1.1	-6	-21	1.1	0.9	-4	1
39	CC(C)CCNC(=O)C(Cc1ccccc1)NS(=O)(=O)c1ccc2c(c1)c(=O)n(C)c(=O)n2C (configuration not stated)	0.8	13	8	1	19	-16	1	0.9	-8	1.1
40	CCCCn1c(=N)n(CC(O)COc2ccc(C)cc2)c2ccccc21 (configuration not stated)	0.9	-55	101*	0.9	9	-8	0.9	1.6	-8	1.1
41	O=C(Nc1ccc(Cl)cc1)[C@@H]1[C@@H]2C(=O)N(c3ccc(Cl)cc3Cl)C(=O)[C@@H]2[C@H]2C=CC=NN21	0.7	11	-4	1.8	28	-3	1.4	0.9	-3	1
42	O=C(Cn1nc(C(F)(F)F)c2c1CCC2)Nc1ccccc1C(F)(F)F	0.9	10	0	1	10	-6	1	0.9	-1	1
43	CCOC(=O)c1cn2nc(-c3ccc(OC)cc3)cc2nc1C1CCN(C(=O)OC(C)(C)C)CC1	0.7	-6	28	0.8	30	-1	0.8	1.1	0	1
44	COCCNC(=O)CCCn1c(=O)c2cc(OC)c(OC)cc2n(CC(=O)c2ccc(Cl)cc2)c1=O	0.9	5	4	1.1	13	-12	1.1	1	-4	1
45	CCOC(=O)N1CCN(C(=O)CCCCCn2c(=S)[nH]c3cc4c(cc3c2=O)OCO4)CC1	0.9	-7	-4	1.1	12	-7	1.1	1.1	-2	1
46	CCOC(=O)C(NC(=O)CC)(Nc1nc2c(s1)CCCC2)C(F)(F)F (configuration not stated)	0.9	14	7	1	8	-5	0.9	0.9	-4	1
47	CC(Sc1nc2ccccc2s1)C(=O)Nc1ccc2c(c1)OCO2 (configuration not stated)	0.7	2	39	0.9	29	-13	1	1	1	1
48	COc1ccc2nc(NCCCNC(=O)c3cc(OC)c(OC)c(OC)c3)c(C#N)cc2c1	0.7	-52	11	0.8	26	-66	1	1.5	-19	1.2
49	C=CCN=C(NC#N)SCc1ccccc1	1	-7	-4	1.1	3	-8	1	1.1	-2	1
50	CCS(=O)(=O)Nc1ccccc1C(N)=O	1	-4	-1	1	-1	-15	1	1	-3	1
51	O=[N+]([O-])c1cc(S(=O)(=O)N2CCCC2)ccc1SCCO	0.9	12	-10	1.1	8	-1	1.1	0.9	-4	1
52	O=C(CN1CCc2ccccc2C1)Nc1cc(S(=O)(=O)N2CCOCC2)ccc1N1CCCC1	0.8	8	4	1	15	-4	1	0.9	-7	1.1
53	CC(=O)NCc1cccc(CNC(C)=O)n1	0.9	8	-6	1	6	-6	1	0.9	-1	1
54	CC1CC(C)CN(Cc2nc3c(c(=O)n(C)c(=O)n3C)n2CCN2CCOCC2)C1 (configuration not stated)	0.8	5	2	0.9	23	2	1	1	-1	1
55	O=c1cc(-c2ccccc2)n(S(=O)(=O)c2ccccc2)o1	1	0	-8	1.2	4	1	1.1	1	2	1
56	CCCC(=O)N1CCN(c2ccc(NC(=O)C(C)(C)C)cc2Cl)CC1	1	-9	6	1.1	0	-1	1.1	1.1	-1	1
